Compound activity from PubChem.
IDH1 R132H inh: inhibitors of human IDH1 R132H; O75874; IDH1 R132H reductase, diaphorase/resazurin fluorescence, 60 min; inhibition, % at 10 µM; actives 0.18% (n = 70,000); in the data active means inhibition above about 34%;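 further: 0% = DMSO and 100% = no enzyme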
EZH2 inh: blocks human EZH2/PRC2 H3K27 methylation | Q15910 | inhibition, % at 12.5 µM | DELFIA TRF, 1 h | AID 651548 | actives 0.35% (n = 57,000);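 active means mean inhibition of replicates at least 50% and every single replicate also reaching 50%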;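 further: dimethyl H3K27 on biotinylated H3 21-44 peptide detected by antibody; plate controls were median neutral control wells for no effect and median positive control wells for full effect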
Target sequence (Q15910 whole entry, looked up): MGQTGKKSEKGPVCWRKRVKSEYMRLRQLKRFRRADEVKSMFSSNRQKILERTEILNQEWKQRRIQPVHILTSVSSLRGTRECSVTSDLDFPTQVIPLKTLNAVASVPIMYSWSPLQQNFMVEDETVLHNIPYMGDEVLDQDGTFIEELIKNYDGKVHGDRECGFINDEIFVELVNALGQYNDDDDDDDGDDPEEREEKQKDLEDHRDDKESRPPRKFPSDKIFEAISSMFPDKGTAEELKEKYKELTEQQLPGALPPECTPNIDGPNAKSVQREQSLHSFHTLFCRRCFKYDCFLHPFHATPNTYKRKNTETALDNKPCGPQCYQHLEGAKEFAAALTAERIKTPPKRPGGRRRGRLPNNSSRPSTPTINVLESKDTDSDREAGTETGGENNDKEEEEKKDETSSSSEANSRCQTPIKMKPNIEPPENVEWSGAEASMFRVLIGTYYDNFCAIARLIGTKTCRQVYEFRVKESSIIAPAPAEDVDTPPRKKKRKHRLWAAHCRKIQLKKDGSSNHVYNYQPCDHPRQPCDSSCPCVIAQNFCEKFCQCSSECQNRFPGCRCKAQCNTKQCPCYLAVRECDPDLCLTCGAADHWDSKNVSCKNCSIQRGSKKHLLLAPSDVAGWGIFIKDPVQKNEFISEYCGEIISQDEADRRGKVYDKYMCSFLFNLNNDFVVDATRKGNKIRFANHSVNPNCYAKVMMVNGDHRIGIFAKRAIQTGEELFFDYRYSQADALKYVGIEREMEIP
* hit, by the source's call; . = no result given. An excerpt. The share of hits here may be higher or lower than overall.

Every second line gives: IDH1 R132H inh	EZH2 inh
COCCNC(=O)C[C@H]1C[C@H]2c3cc(NC(=O)Nc4ccc(F)cc4)ccc3O[C@H]2[C@H](CO)O1
 : -2.0	-5
C[C@@H]1CN([C@@H](C)CO)C(=O)c2cc(NC(=O)c3ccncc3)ccc2O[C@@H]1CN(C)Cc1ccc(Cl)c(Cl)c1
 : .	-9
[N-]=[N+]=Nc1ccccc1C[C@]1(C(=O)N2CCOCC2)N=C(c2ccc(OCCCO)cc2)O[C@H]1c1ccccc1
 : 0.4	-7
CCc1c(C)c(C#N)c2[nH]c3ccccc3n2c1=O
 : 0.1	-25
N#C/C(=C\c1ccc(O)c(O)c1)C(=O)Nc1ccccc1
 : -2.2	.
CO[C@H](CN(C)C(=O)Nc1ccc(F)cc1)[C@H](C)CN(Cc1ccccc1Cl)[C@@H](C)CO
 : -0.6	5
Cc1noc(C)c1NC(=O)Nc1ccc2c(c1)CC(=O)N([C@H](C)CO)C[C@H](C)[C@@H](CN(C)Cc1ccc3c(c1)OCO3)O2
 : 0.2	-6
COC(=O)c1cn(CC(=O)N2CCN(C)CC2)nn1
 : .	8
Cc1ccc(S(=O)(=O)N(C)C[C@H]2Oc3ccc(NC(=O)NC(C)C)cc3CC(=O)N([C@@H](C)CO)C[C@@H]2C)cc1
 : 0.3	6
O=C(C[C@H]1C[C@@H]2c3cc(NC(=O)Nc4ccccc4F)ccc3O[C@@H]2[C@@H](CO)O1)NCCc1ccccc1
 : 0.2	5
C[C@@H]1CCCCO[C@@H](CN(C)S(=O)(=O)c2ccccc2)[C@@H](C)CN([C@H](C)CO)C(=O)c2cc(NS(C)(=O)=O)ccc2O1
 : 0.8	.
C[C@H]1CN([C@@H](C)CO)C(=O)c2cccc(NC(=O)Nc3ccc4c(c3)OCO4)c2O[C@@H]1CN(C)Cc1ccc(Oc2ccccc2)cc1
 : -0.5	.
C[C@H]1CN([C@@H](C)CO)C(=O)c2cc(NS(=O)(=O)c3cccs3)ccc2O[C@H]1CN(C)S(=O)(=O)c1cn(C)cn1
 : -0.1	.
CN(C)Cc1cn(CC[C@H]2CC[C@H](NS(=O)(=O)c3ccc(-c4ccccc4)cc3)[C@H](CO)O2)nn1
 : -0.2	17
Cc1ccc(S(=O)(=O)c2nc(SCC(=O)c3ccc(Cl)cc3)sc2Cl)cc1
 : 0.1	.
C[C@@H]1CCCCO[C@H](CN(C)C(=O)Nc2ccc(F)cc2)[C@H](C)CN([C@@H](C)CO)C(=O)c2cc(NC(=O)Nc3ccc(C(F)(F)F)cc3)ccc2O1
 : 1.6	.
C[C@@H]1CN([C@@H](C)CO)C(=O)c2cc(NC(=O)C3CC3)ccc2O[C@H]1CN(C)C(=O)Nc1ccc(F)cc1
 : 0.6	-4
O=C(COc1ccc(Cl)cc1Cl)Nc1ccc(O)c(-c2nc3ccccc3s2)c1
 : -0.5	8
CN1CCc2cc3c(cc2C(=O)Cc2ccc4c(c2C1)OCO4)OCO3
 : -0.4	13
CC(C)NC(=O)Nc1ccc2c(c1)CC(=O)N([C@H](C)CO)C[C@@H](C)[C@@H](CN(C)Cc1ccc(-c3ccccc3)cc1)O2
 : 0.5	-19

Reprinted from the part before: two compounds; new compounds follow.
Every second line gives: IDH1 R132H inh	EZH2 inh
CN1CCc2cc3c(cc2C(=O)Cc2ccc4c(c2C1)OCO4)OCO3
 : -0.4	13
CC(C)NC(=O)Nc1ccc2c(c1)CC(=O)N([C@H](C)CO)C[C@@H](C)[C@@H](CN(C)Cc1ccc(-c3ccccc3)cc1)O2
 : 0.5	-19
CN(C)C(=O)Oc1cccc([N+](C)(C)C)c1
 : 0.0	-6
C[C@@H]1CN([C@@H](C)CO)C(=O)c2cc(NS(=O)(=O)c3ccc(F)cc3)ccc2O[C@@H]1CN(C)S(=O)(=O)c1cn(C)cn1
 : 1.2	.
O=C(C[C@H]1C=C[C@H](NC(=O)Nc2ccc(C(F)(F)F)cc2)[C@@H](CO)O1)NCc1cc(F)cc(F)c1
 : 0.1	1
C[C@@H]1CCCCO[C@H](CN(C)CC2CC2)[C@H](C)CN([C@@H](C)CO)C(=O)c2cc(NC(=O)Nc3ccc(F)cc3)ccc2O1
 : -3.1	-9
C[C@H]1CN([C@@H](C)CO)S(=O)(=O)c2ccc(-c3cccc(C#N)c3)cc2O[C@H]1CN(C)C
 : -0.2	.
COc1ccc(S(=O)(=O)Nc2cccc3c2O[C@H](CN(C)S(=O)(=O)c2cn(C)cn2)[C@H](C)CN([C@@H](C)CO)C3=O)cc1
 : -4.3	.
COCCNC(=O)C[C@H]1C=C[C@H](NC(=O)NC2CCCC2)[C@H](CO)O1
 : 0.1	16
CCCC(=O)Nc1ccc2c(c1)OC[C@@H](C)N(C(=O)c1ccccc1F)C[C@@H](C)[C@H](OC)CN(C)C2=O
 : 0.4	6
Cc1ccc(S(=O)(=O)Nc2ccc3c(c2)CC(=O)N([C@H](C)CO)C[C@@H](C)[C@H](CN(C)C(=O)Nc2c(C)noc2C)O3)cc1
 : -0.7	.
CC(=O)n1cc([C@H]2C=C(C(=O)N3CCOCC3)O[C@@H](OCc3ccc(CO)cc3)C2)c2ccccc21
 : .	3
CC(=O)NCCc1nc2cc(NC(=O)Nc3ccccc3)ccc2n1C
 : 0.3	-8
C=CCn1c(=S)sc2c(=O)n(/N=C/c3ccc(Cl)cc3Cl)c(C)nc21
 : 0.2	-3
CS(=O)(=O)Nc1ccc2c(c1)[C@@H]1C[C@@H](CC(=O)NCc3ccccc3F)O[C@H](CO)[C@@H]1O2
 : -0.5	-15
C[C@H](CO)N1C[C@H](C)[C@@H](CN(C)CC2CC2)Oc2cc(-c3cncnc3)ccc2S1(=O)=O
 : 0.5	-1
Cc1ccc(S(=O)(=O)Nc2ccc3c(c2)C(=O)N([C@@H](C)CO)C[C@@H](C)[C@H](CN(C)C(=O)Nc2ccc4c(c2)OCO4)O3)cc1
 : -2.8	.
C[C@H](CO)N1C[C@H](C)[C@H](CN(C)C(=O)Nc2ccccc2)Oc2ccc(NC(=O)Cc3cn(C)c4ccccc34)cc2C1=O
 : -15	-7
CCS(=O)(=O)Nc1ccc2c(c1)C(=O)N(C)C[C@@H](OC)[C@H](C)CN[C@@H](C)CO2
 : -0.1	-4
NC(=O)C1CCN(C(=O)CSc2nc3c(c(-c4ccccc4)n2)CCCC3)CC1
 : -0.1	-19
COc1ccc(-c2cnc3c(c2)C(=O)N([C@H](C)CO)C[C@@H](C)[C@@H](CN(C)Cc2cccnc2)O3)cc1
 : -0.2	.
C[C@@H]1CCCCO[C@@H](CN(C)C(=O)NC2CCCCC2)[C@H](C)CN([C@H](C)CO)C(=O)c2cc(NS(=O)(=O)c3cccs3)ccc2O1
 : 1.5	.
C=C1C(=O)O[C@H]2C1[C@H](OC(=O)/C(=C/CO)COC(=O)/C(C)=C/CO)CC(=C)[C@@H]1CC(=O)[C@@H](C)[C@@H]12 (some centres undefined)
 : 3.2	.
COc1ccc(NC(=O)Nc2cccc3c2O[C@H](CN(C)C(=O)Nc2ccccc2)[C@@H](C)CN([C@@H](C)CO)C3=O)cc1
 : -0.5	.
C[C@H]1CN([C@@H](C)CO)C(=O)c2cc(C3=CCCCC3)cnc2O[C@@H]1CN(C)C(=O)c1cccc(F)c1
 : -3.4	13
Cc1ccc(S(=O)(=O)N(CC(=O)O)c2ccc(C)c(C)c2)cc1
 : 0.6	16
C[C@@H]1CN([C@@H](C)CO)C(=O)c2cc(C3=CCCC3)cnc2O[C@H]1CN(C)Cc1ccc(F)cc1
 : -0.3	-7
C[C@@H]1CN([C@H](C)CO)C(=O)c2cc(NC(=O)CCN3CCOCC3)ccc2O[C@@H]1CN(C)C(=O)Nc1ccc(C(F)(F)F)cc1
 : 9.4	.
C[C@@H]1CN([C@H](C)CO)C(=O)c2cc(NC(=O)NC3CCCCC3)ccc2O[C@@H]1CN(C)Cc1ccncc1
 : -3.1	-1
CC(C)C#Cc1ccc2c(c1)O[C@H](CN(C)Cc1ccncc1)[C@@H](C)CN([C@@H](C)CO)S2(=O)=O
 : 4.6	-2
COc1cc(=O)n(C)c2c(OCC(O)C(C)(C)O)cccc12 (centres undefined)
 : -1.6	.
C[C@H]1CN([C@@H](C)CO)C(=O)c2cc(N(C)C)ccc2O[C@H]1CN(C)C(=O)Nc1ccc(F)cc1
 : 1.0	-1
COc1ccc(N(C(C)=O)S(=O)(=O)c2cc(OC)ccc2OC)cc1
 : 0.0	3
C[C@H](CO)N1C[C@H](C)[C@H](CN(C)C(=O)NC2CCCC2)Oc2ncc(-c3ccccc3F)cc2C1=O
 : -3.2	-3
CN1CCN(C(=O)C[C@@H]2C[C@H]3c4cc(NC(=O)c5cccnc5)ccc4O[C@H]3[C@H](CO)O2)CC1
 : -0.5	7
Cc1ccc(NC(=O)CN(c2cccc(F)c2)S(C)(=O)=O)cc1
 : -0.5	-11
COc1cccc(S(=O)(=O)N[C@H]2C=C[C@@H](CC(=O)NC3CCC3)O[C@H]2CO)c1
 : -0.7	5
CC(C)NC(=O)N(C)C[C@H]1Oc2c(NC(=O)Nc3ccc(C(F)(F)F)cc3)cccc2C(=O)N([C@@H](C)CO)C[C@@H]1C
 : .	-3
C[C@@H]1CN([C@@H](C)CO)C(=O)Cc2cc(NS(=O)(=O)c3cccs3)ccc2O[C@H]1CN(C)CC1CC1
 : 4.4	.
Cc1ccc(CN(CC(=O)O)S(=O)(=O)c2c(C)cc(C)cc2C)cc1
 : 0.1	7
C[C@@H]1CN([C@@H](C)CO)S(=O)(=O)c2ccc(-c3ccncc3)cc2O[C@@H]1CN(C)Cc1ccc(Oc2ccccc2)cc1
 : 0.2	.
Cc1ccc(-c2nnc3c4ccccc4c(C)nn23)cc1S(=O)(=O)NCc1cccnc1
 : -0.4	-23
C[C@@H]1CN([C@@H](C)CO)C(=O)c2cccc(NS(=O)(=O)c3cn(C)cn3)c2O[C@H]1CN(C)C(=O)Nc1cccc2ccccc12
 : 1.4	.
COCC(=O)Nc1ccc2c(c1)C(=O)N(C)C[C@@H](OC)[C@@H](C)CN(Cc1ccccn1)[C@H](C)CO2
 : 0.3	-2
C[C@H]1CN([C@@H](C)CO)C(=O)c2ccccc2-c2ccccc2CO[C@H]1CN(C)C(=O)Oc1ccccc1
 : .	19
O=C(OCc1cccc(C(=O)c2ccccc2)c1)c1ccc(-c2nnc(-c3ccccc3)o2)cc1
 : 0.3	.
COc1ccc(S(=O)(=O)N(C)C[C@@H]2OCCCC[C@H](C)Oc3ccc(N(C)C)cc3C(=O)N([C@@H](C)CO)C[C@@H]2C)cc1
 : 6.1	-5
C[C@@H]1CN([C@H](C)CO)C(=O)Cc2cc(NC(=O)Nc3ccccc3)ccc2O[C@@H]1CN(C)C(=O)Nc1ccc(F)cc1
 : 1.7	.
O=C(C[C@H]1CC[C@H](NC(=O)NC2CCCCC2)[C@@H](CO)O1)NCc1ccc(Cl)cc1
 : 0.3	0
CO[C@@H]1CN(C)C(=O)c2cc(NS(C)(=O)=O)ccc2OC[C@@H](C)N(C(=O)CC2CC2)C[C@H]1C
 : 0.0	4
C[C@@H]1CN([C@@H](C)CO)C(=O)c2cccc(NC(=O)C3CCCCC3)c2O[C@H]1CN(C)C(=O)Nc1ccc(F)cc1
 : -2.0	.
C[C@@H]1CN([C@H](C)CO)C(=O)c2cc(NS(=O)(=O)c3cccs3)ccc2O[C@@H]1CN(C)C(=O)Nc1ccc2c(c1)OCO2
 : 0.7	.

Entries of single compounds, looked up by structure. Screens in order: IDH1 R132H inh, EZH2 inh
`C[C@@H]1CN([C@H](C)CO)C(=O)c2cc(NS(=O)(=O)c3cccs3)ccc2O[C@@H]1CN(C)C(=O)Nc1ccc2c(c1)OCO2` across the screens: 0.7, .
`O=C(C[C@H]1CC[C@H](NC(=O)NC2CCCCC2)[C@@H](CO)O1)NCc1ccc(Cl)cc1` across the screens: 0.3, 0
`C[C@@H]1CN([C@@H](C)CO)C(=O)c2cccc(NC(=O)C3CCCCC3)c2O[C@H]1CN(C)C(=O)Nc1ccc(F)cc1` across the screens: -2.0, .
`COc1ccc(S(=O)(=O)N(C)C[C@@H]2OCCCC[C@H](C)Oc3ccc(N(C)C)cc3C(=O)N([C@@H](C)CO)C[C@@H]2C)cc1` across the screens: 6.1, -5
`C[C@@H]1CN([C@@H](C)CO)C(=O)c2cccc(NS(=O)(=O)c3cn(C)cn3)c2O[C@H]1CN(C)C(=O)Nc1cccc2ccccc12` across the screens: 1.4, .

(next part)
Every second line gives: IDH1 R132H inh	EZH2 inh
O=C(C[C@@H]1C=C[C@H](NC(=O)C2CC2)[C@H](CO)O1)Nc1ccccc1
 : 0.9	12
C[C@H]1CCCCO[C@H](CN(C)S(C)(=O)=O)[C@@H](C)CN([C@@H](C)CO)C(=O)c2cc(NS(=O)(=O)c3ccccc3)ccc2O1
 : -1.2	.
CO[C@@H]1CN(C)C(=O)c2ccc(NC(=O)c3cccc(F)c3)cc2OC[C@H](C)NC[C@@H]1C
 : 0.0	8
CO[C@H]1CN(C)C(=O)c2ccc(NC(=O)c3ccccc3)cc2OC[C@H](C)N(C(=O)CN(C)C)C[C@H]1C
 : 0.2	4
COC(=O)CCCCCCC(=O)N/N=C/c1ccc(O)c(O)c1O
 : -2.3	13
O=C(N/N=C/c1cccc(Br)c1)c1ccccc1O
 : 0.1	2
C[C@@H]1CN([C@@H](C)CO)C(=O)c2cc(-c3cccnc3)cnc2O[C@H]1CN(C)C(=O)Nc1ccccc1
 : 0.0	13
C[C@@H]1CCCCO[C@H](CN(C)C)[C@H](C)CN([C@@H](C)CO)C(=O)c2cc(NC(=O)C3CCCCC3)ccc2O1
 : 2.9	-5
COC(=O)CCCCCCC(=O)N/N=C/c1cc(I)cc(I)c1O
 : -0.1	1
Cc1noc(C)c1NC(=O)Nc1ccc2c(c1)C(=O)N([C@H](C)CO)C[C@H](C)[C@@H](CN(C)C)O2
 : -0.6	.
CC(=O)N(C)C[C@@H]1Oc2cc(C#CC3CC3)ccc2S(=O)(=O)N([C@@H](C)CO)C[C@H]1C
 : -4.7	-4
C[C@@H]1CN([C@@H](C)CO)S(=O)(=O)c2ccc(C#Cc3ccc(F)cc3)cc2O[C@@H]1CN(C)C(=O)NC1CCCC1
 : -0.4	.
C[C@H](CO)N1C[C@H](C)[C@@H](CN(C)Cc2ccc(C(=O)O)cc2)Oc2ccc(NC(=O)Nc3cccc4ccccc34)cc2CC1=O
 : 0.5	.
